Screens as filed in PubChem.
Bcl-XL Bim block = human Bim-Bcl-XL interaction inhibition; Bim peptide-Bcl-XL binding, bead flow cytometry, fluorescence; 190,000 compounds, 0.04% hits; inhibition, % at 10 µM
Target sequence (Q07817 whole entry, looked up): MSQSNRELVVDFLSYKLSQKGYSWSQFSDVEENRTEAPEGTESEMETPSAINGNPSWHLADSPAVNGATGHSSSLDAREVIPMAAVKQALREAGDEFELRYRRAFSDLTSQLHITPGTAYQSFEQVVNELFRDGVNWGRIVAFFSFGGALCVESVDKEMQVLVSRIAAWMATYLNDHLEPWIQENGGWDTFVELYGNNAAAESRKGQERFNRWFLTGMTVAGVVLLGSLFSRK
Rac1 wt modul = modulators of human Rac1 wildtype GTP binding; GTP binding activity (% of control), % at 10 µM; GST-Rac1 beads, fluorescent GTP binding, flow cytometry; actives lie on both sides; 0 = cold GTP competed, 100 = untreated; 190,000 compounds, 0.27% hits; AID 757;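 active = GTP binding activity at least 20 points away from the 100% control level, either lower or higher; inconclusive = compound flagged as likely green fluorescent, judged across all proteins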
Rab2 wt GTP = changes GTP binding to wildtype dog Rab2A, up or down; GST-Rab2 wt beads, Bodipy-GTP binding, flow cytometry; P61105; AID 760; GTP binding activity, % at 10 µM; 190,000 compounds, 0.19% hits;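 active = GTP binding activity at least 20 points away from 100%, either lowered or raised; inconclusive = signal likely due to the compound's own green fluorescence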;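 also: 0% = beads with excess unlabeled GTP and 100% = no-compound control corrected for plate trend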
HRas wt GTP bind = human HRas wildtype GTP binding, change in either direction | GTP binding activity, % at 10 µM | P01112 | GST-Ras wt beads, Bodipy-FL-GTP binding, flow cytometry; actives lie on both sides | 190,000 compounds, 0.14% hits | AID 759;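 active = GTP binding activity at least 20% away from the 100% baseline, either lowered as inhibitor or raised as activator; inconclusive = flagged as likely green fluorescent, judged across all proteins in the well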;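 also: 0% = unlabeled GTP competition control and 100% = no-compound control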
Rab7 wt modul = alters GTP binding to wildtype dog Rab7. GST-Rab7 beads, fluorescent GTP binding, flow cytometry; actives lie on both sides; untreated = 100%, excess cold GTP = 0%. 190,000 compounds, 0.055% hits. GTP binding activity (percent of control), % at 10 µM;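 active = fluorescent GTP binding to Rab7 beads changed by at least 20 points from the 100% baseline, either direction, mostly lower; inconclusive = compound itself probably fluorescent, or too few beads counted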;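 also: median green fluorescence of bound Bodipy-FL-GTP per Rab7 bead population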
Bcl-W Bim block = disrupts Bim peptide binding to human Bcl-W. bead-based flow cytometry. 190,000 compounds, 0.02% hits. inhibition, % at 10 µM. Q92843;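 also: 0% = bound tracer without compound and 100% = peptide blocker; higher means less fluorescent Bim peptide bound to Bcl-W beads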
Target sequence (Q92843 whole entry, looked up): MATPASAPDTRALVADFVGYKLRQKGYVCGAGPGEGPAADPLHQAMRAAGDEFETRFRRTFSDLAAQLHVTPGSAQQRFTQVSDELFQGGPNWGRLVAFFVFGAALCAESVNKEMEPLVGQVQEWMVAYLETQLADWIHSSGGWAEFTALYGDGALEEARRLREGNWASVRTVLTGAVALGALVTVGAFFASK
Bfl-1 Bim block = human Bim-Bfl-1 interaction inhibition; Q16548; Bead-based flow cytometry, Bim-Bfl-1 binding inhibition; inhibition, % at 10 µM; 190,000 compounds, 0.12% hits;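 also: 0% = wells without compound plus tracer and 100% = blocker peptide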
Bcl-B Bim block = inhibitors of Bim-Bcl-B interaction, human; bead-based flow cytometry, Bim peptide-Bcl-B binding; 190,000 compounds, 0.073% hits; AID 951; inhibition, % at 10 µM;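 also: 0% = tracer peptide without compound and 100% = reference inhibitor peptide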
Rac1 act GTP bind = human Rac1 activated mutant GTP binding change; P63000; GST-Rac1 activated beads, fluorescent GTP binding, flow cytometry; actives lie on both sides; 100% means binding = to untreated wells; percent activity (GTP binding), % at 10 µM; 190,000 compounds, 0.11% hits;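 active = GTP binding at least 20 percentage points away from the 100% baseline, in either direction, so actives lie on both sides; inconclusive = Compound likely fluorescent itself, or too few beads counted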
Cdc42 wt = modulators (inhibitors or activators) of GTP binding to human Cdc42 wildtype; GST-Cdc42 beads, Bodipy-GTP binding, flow cytometry; actives lie on both sides; 190,000 compounds, 0.2% hits; P60953; percent activity (GTP binding), % at 10 µM;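 active = percent activity GTP binding at least 20 points away from the 100% baseline, either down as inhibitor or up as activator; inconclusive = compound flagged as likely green fluorescent from well-wide comparison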;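 also: median bead fluorescence of bound Bodipy-FL-GTP at 100 nM; 0% = excess unlabeled GTP control and 100% = no compound control; below 100% means less GTP binding so inhibitor and above means activator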
Target sequence (P60953 whole entry, looked up): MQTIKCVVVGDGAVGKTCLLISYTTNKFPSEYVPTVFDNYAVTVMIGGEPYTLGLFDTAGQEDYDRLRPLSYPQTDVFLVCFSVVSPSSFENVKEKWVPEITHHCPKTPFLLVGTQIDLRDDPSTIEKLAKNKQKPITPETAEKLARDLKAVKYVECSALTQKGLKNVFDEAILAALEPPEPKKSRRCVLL
Bcl-2 Bim block = human Bim-Bcl-2 interaction inhibition; Bead-based flow cytometry, Bim peptide-Bcl-2 binding; inhibition, % at 10 µM; 190,000 compounds, 0.06% hits; AID 950; in the data active = inhibition above about 40%; inconclusive = no clear call, values can overlap the other calls;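 also: 0% = no compound wells with probe peptide and 100% = reference peptide inhibitor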
Target sequence (P10415 whole entry, looked up): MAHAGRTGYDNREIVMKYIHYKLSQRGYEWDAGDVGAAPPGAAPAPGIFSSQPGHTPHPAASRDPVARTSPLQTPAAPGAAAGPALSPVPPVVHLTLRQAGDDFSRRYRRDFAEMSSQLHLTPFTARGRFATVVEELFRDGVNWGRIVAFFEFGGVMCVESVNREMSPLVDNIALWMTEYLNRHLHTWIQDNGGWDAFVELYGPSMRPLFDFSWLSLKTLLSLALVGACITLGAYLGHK
* marks the source's active call; other numbers are inactive results; ? = inconclusive. Rule as the data show it, unless noted: active = inhibition above about 40%.

SMILES	Bcl-XL Bim block	Rac1 wt modul	Rab2 wt GTP	HRas wt GTP bind	Rab7 wt modul	Bcl-W Bim block	Bfl-1 Bim block	Bcl-B Bim block	Rac1 act GTP bind	Cdc42 wt	Bcl-2 Bim block
O=C(N/N=C/c1cccc(OC(=O)c2ccco2)c1)c1ccc(F)cc1	0.0	104.0	97.0	100.0	96.0	-2.0	-1.0	1.0	100.0	101.0	0.0
CCC(=O)NCc1cc(-c2nn(C)c(=O)c3ccccc23)ccc1C	-4.0	104.0	100.0	100.0	99.0	0.0	-19.0	-7.0	100.0	99.0	-8.0
COc1ccc(/C=N/n2c(C)cc(C)c(C(N)=O)c2=O)cc1	0.0	106.0	104.0	106.0	104.0	1.0	-13.0	-2.0	102.0	103.0	-5.0
CN(Cc1cc2cc(F)ccc2[nH]1)Cc1nc(-c2cnccn2)no1	1.0	100.0	98.0	98.0	95.0	1.0	-3.0	-3.0	96.0	99.0	0.0
Cc1ccc2c(CC(=O)N3CCN(S(=O)(=O)c4cccs4)CC3)coc2c1	-7.0	110.0	102.0	103.0	102.0	0.0	-8.0	-10.0	102.0	104.0	-11.0
CS(=O)(=O)N1CC(C(=O)NC2CCCC2)Oc2ccc(Cl)cc21 (stereo not given)	-1.0	98.0	99.0	101.0	100.0	-5.0	-2.0	-5.0	98.0	100.0	-1.0
COc1cccc(CN2CCN(c3nc4nonc4nc3N3CCCCC3)CC2=O)c1	-1.0	100.0	100.0	100.0	104.0	-4.0	-6.0	-4.0	97.0	99.0	-4.0
COc1ccc(CCNC(=O)Cn2nnc(-c3cccs3)n2)cc1OC	-2.0	102.0	104.0	103.0	106.0	0.0	-2.0	0.0	97.0	101.0	-2.0
CCOc1ccc(OCC)c(S(=O)(=O)NNC(=O)c2c(C)nc3ccccn23)c1	-7.0	104.0	100.0	103.0	98.0	-4.0	-16.0	-8.0	103.0	102.0	-5.0
CC(C)(C)N(Cc1ccccc1)C(=O)c1ccc2c(c1)OCCO2	-3.0	100.0	97.0	97.0	96.0	0.0	-16.0	-3.0	96.0	100.0	-6.0
NC1=NS(=O)(=O)NC1c1ccc(F)cc1 (stereo not given)	0.0	98.0	98.0	96.0	93.0	0.0	-3.0	-1.0	95.0	96.0	0.0
CCOc1ccc(S(=O)(=O)NCCC(=O)OCC(=O)N2CC(=O)Nc3ccccc32)cc1	-5.0	100.0	97.0	99.0	104.0	-1.0	-6.0	-3.0	96.0	95.0	-4.0
O=C(Cc1ccc(Cl)cc1)Nc1ccc(NC(=O)c2ccccc2)cc1	-10.0	100.0	95.0	99.0	98.0	-10.0	-14.0	-14.0	96.0	100.0	-7.0
CNC(=S)N(C)c1ccccc1	-6.0	102.0	100.0	101.0	102.0	-3.0	-14.0	-7.0	99.0	101.0	-7.0
CSc1ccc(CN2C(=O)NC3(CCCCCC3)C2=O)cc1	4.0	98.0	96.0	96.0	97.0	3.0	-4.0	4.0	93.0	93.0	-1.0
Cc1ccc(-c2nnc(-c3ccc4c(c3)OCO4)o2)cc1	-2.0	97.0	98.0	97.0	106.0	-2.0	-5.0	-2.0	96.0	98.0	-1.0
COc1ccc(NC(=O)Nc2ccccc2SC)c(OC)c1	-2.0	99.0	99.0	98.0	94.0	3.0	1.0	-8.0	97.0	100.0	-2.0
C=CCN(C(=O)CSc1nc2[nH]ncc2c(=O)n1-c1ccccc1OC)c1ccccc1	-3.0	110.0	101.0	104.0	101.0	-4.0	2.0	-6.0	100.0	105.0	-4.0
CCOC(=O)c1c(-c2ccc(C)cc2)csc1NC(=O)C1CCCO1 (stereo not given)	-1.0	102.0	98.0	99.0	96.0	-1.0	0.0	-2.0	95.0	94.0	-1.0
CC(=O)Nc1cccc(NS(=O)(=O)c2cccc3nsnc23)c1	-3.0	?	?	?	?	0.0	-11.0	-7.0	?	?	-8.0
CCOc1ccc(C(=O)NCC(=O)OCC(=O)Nc2ccc(C)c(S(=O)(=O)N(C)C)c2)cc1	-2.0	98.0	97.0	97.0	94.0	0.0	-6.0	-3.0	96.0	96.0	-3.0
CCn1c(CCC(=O)O)nc2cc(S(=O)(=O)N(C)C)ccc21	0.0	102.0	98.0	99.0	101.0	0.0	-3.0	-4.0	97.0	100.0	-1.0
Cc1cc(=O)oc2cc(OC(=O)CCN3C(=O)c4ccccc4C3=O)ccc12	-3.0	100.0	97.0	97.0	100.0	1.0	-15.0	-7.0	94.0	96.0	-6.0
Cc1cccc(NC(=O)C2C(c3ccccc3)C2(Cl)Cl)c1C (stereo not given)	-5.0	110.0	109.0	109.0	107.0	-4.0	0.0	-4.0	106.0	112.0	-2.0
O=C1c2ccccc2-c2c1cccc2C(=O)N(CCO)CCO	-5.0	98.0	100.0	100.0	99.0	-7.0	-3.0	-3.0	97.0	101.0	-2.0
CC(CN1CCOCC1)OC(=O)c1ccc(Br)cc1 (stereo not given)	1.0	?	?	?	?	3.0	1.0	4.0	?	?	1.0
COc1ccccc1C(=O)C1CCCN(C(=O)c2ccccn2)C1 (stereo not given)	0.0	100.0	100.0	99.0	105.0	0.0	-5.0	-6.0	97.0	97.0	-3.0
N#Cc1nc(N)nc(N(c2ccccc2)c2ccccc2)n1	4.0	106.0	100.0	101.0	99.0	3.0	-9.0	-5.0	100.0	103.0	-6.0
CNC(=S)N1CCN(C(=O)C2CCCO2)CC1 (stereo not given)	-2.0	109.0	102.0	104.0	103.0	-1.0	6.0	2.0	101.0	106.0	0.0
Cc1[nH]c2ccccc2c1SCC(=O)Nc1nccs1	-1.0	98.0	99.0	99.0	103.0	0.0	-5.0	-4.0	94.0	99.0	-1.0
COc1ccc(N(CC2CO2)S(=O)(=O)c2ccccc2)cc1 (stereo not given)	-5.0	98.0	97.0	96.0	106.0	-2.0	-17.0	-4.0	96.0	94.0	-10.0
CC(C)Oc1ccc(C(=O)/C(=C\c2cccs2)c2nc3ccccc3o2)cc1	-2.0	103.0	98.0	96.0	95.0	0.0	0.0	-3.0	98.0	98.0	0.0
c1ccc(Cn2c(-c3ccco3)nc3nc4ccccc4nc32)cc1	0.0	93.0	92.0	95.0	96.0	-2.0	2.0	0.0	95.0	97.0	0.0
CCC(C)n1c(S(=O)(=O)O)nc2ccccc21 (stereo not given)	28.0	112.0	97.0	101.0	97.0	5.0	-9.0	-6.0	98.0	102.0	-10.0
Cc1cc(C)c(NC(=O)CCCC(=O)O)c(Cl)c1	-5.0	101.0	103.0	103.0	104.0	-4.0	-9.0	-12.0	98.0	103.0	-6.0
CCCCC(=O)NCc1ccccc1Cl	-3.0	97.0	92.0	91.0	90.0	-2.0	-5.0	-3.0	93.0	94.0	3.0

Single entries from above.
Rab7 wt modul with `CNC(=S)N1CCN(C(=O)C2CCCO2)CC1` (stereo not given) reads 103.0
Bcl-W Bim block with `CCCCC(=O)NCc1ccccc1Cl` reads -2.0

Remaining list, next part.
SMILES	Bcl-XL Bim block	Rac1 wt modul	Rab2 wt GTP	HRas wt GTP bind	Rab7 wt modul	Bcl-W Bim block	Bfl-1 Bim block	Bcl-B Bim block	Rac1 act GTP bind	Cdc42 wt	Bcl-2 Bim block
Cc1ccc(C(=O)OCC(=O)NCCC2=CCCCC2)s1	-7.0	99.0	95.0	95.0	95.0	-6.0	-5.0	-8.0	98.0	99.0	-6.0
NC1=NC(=O)C(Cc2cccc(Cl)c2)S1 (stereo not given)	-4.0	100.0	96.0	96.0	93.0	0.0	2.0	-4.0	98.0	97.0	0.0
Cc1ccc(S(=O)(=O)N2CCN(c3nc(C(C)C)c4c(c3C#N)CC(C)(C)OC4)CC2)cc1	-2.0	109.0	110.0	109.0	108.0	-4.0	-1.0	-6.0	104.0	110.0	-6.0
O=C(NCc1ccc(F)cc1)c1c2c(nc3ccccc13)CCC2	-6.0	96.0	94.0	95.0	95.0	-3.0	0.0	-3.0	94.0	96.0	0.0
CSCC[C@H](NC(=O)NCc1ccc(F)cc1)C(=O)O	-3.0	?	?	?	?	-2.0	1.0	0.0	?	?	0.0
CC(=O)Nc1ccc(N/C(C)=C/C(=O)c2cccnc2)cc1	0.0	105.0	101.0	104.0	99.0	0.0	0.0	0.0	102.0	102.0	0.0
COc1cccc(-c2ccc(C#N)c(=O)[nH]2)c1	3.0	99.0	96.0	97.0	97.0	3.0	-3.0	1.0	97.0	97.0	0.0
O=C(O)CSc1ncnc2sc3c(c12)CCCC3	-1.0	?	?	?	?	0.0	-4.0	-5.0	?	?	0.0
Cc1ccc(S(=O)(=O)N2CCN(C(=O)C3CCCCC3)CC2)cc1	-4.0	104.0	98.0	98.0	96.0	2.0	-2.0	0.0	100.0	99.0	1.0
Cc1ccc(C(=O)c2ccc(O)cc2)cc1C	-1.0	94.0	95.0	94.0	96.0	0.0	-11.0	-3.0	91.0	96.0	-9.0
C=CCN(c1ccccc1)S(=O)(=O)c1ccc(Cl)c(C(=O)OCC(=O)c2[nH]c(C)c(C(C)=O)c2C)c1	-7.0	100.0	98.0	98.0	99.0	-4.0	-2.0	-6.0	99.0	96.0	0.0
COC(=O)CSc1nnc(CNC(=O)c2ccccc2F)n1-c1ccc(F)cc1	-13.0	100.0	100.0	100.0	106.0	-13.0	-2.0	-5.0	97.0	99.0	0.0
CS(=O)(=O)N(CC(=O)N1CCCCC1)c1ccc2c(c1)OCO2	-1.0	100.0	100.0	102.0	100.0	0.0	-1.0	0.0	98.0	101.0	0.0
O=C(CSc1ccc(-c2ccccn2)nn1)N1CCCC1	-3.0	93.0	91.0	91.0	92.0	-1.0	-1.0	0.0	91.0	90.0	0.0
Cc1nnc(C)c2c(C)n(C(C)c3ccccc3)c(C)c12 (stereo not given)	-5.0	108.0	102.0	100.0	101.0	0.0	-9.0	0.0	100.0	104.0	-6.0
COc1ccc(C2CC(c3ccccc3)=NN2C(=O)COC(=O)c2cccnc2Cl)cc1 (stereo not given)	-3.0	102.0	99.0	99.0	98.0	-3.0	-1.0	-5.0	98.0	103.0	-3.0
CCCc1nnc(SCC(=O)N2C(C)CCCC2C)n1CCCOC (stereo not given)	1.0	96.0	97.0	97.0	96.0	2.0	0.0	4.0	97.0	97.0	3.0
CN(Cc1ccccc1)C(=O)COC(=O)CCNC(=O)c1ccccc1Cl	-5.0	99.0	101.0	101.0	107.0	-1.0	-3.0	-5.0	97.0	94.0	-4.0
O=C(Nc1ccccc1C(=O)NC(Cc1c[nH]c2ccccc12)C(=O)O)c1ccco1 (stereo not given)	-3.0	109.0	101.0	100.0	104.0	5.0	-7.0	-6.0	99.0	104.0	-6.0
Cc1ccc(OCCOc2cccc(Br)c2)c([N+](=O)[O-])n1	-5.0	97.0	94.0	95.0	98.0	-3.0	-3.0	-10.0	96.0	97.0	-7.0
